Assay outcomes deposited in PubChem BioAssay by Broad Institute.
miR-122 sensor – blocks miR-122 activity in Huh7 sensor cells | activation (reporter increase), % at 12.5 µM | actives 0.3% (n = 340,000) | Huh7 miR-122 Renilla luciferase sensor, 48 h; neutral wells = 0, positive control = 100;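 active = mean replicate activation score at least 90 and every replicate individually at or above 90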;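 note: higher luciferase means less miR-122 activity so hits act as miR-122 inhibitors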
EWS-Fli inh – inhibitors of EWS/Fli oncoprotein transcriptional activity | actives 0.67% (n = 350,000) | A673 NR0B1-luciferase reporter, viability-normalised | inhibition, % at 12.6 µM | AID 651661;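 active = mean inhibition of at least 50% after viability correction, with every replicate also passing that limit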;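 note: firefly luciferase signal divided by Alamar Blue viability fluorescence both relative to DMSO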
Cneo AK release – Cryptococcus neoformans lysis via adenylate kinase release. C. neoformans lysis, adenylate kinase release luminescence, 4 h; normalised: neutral wells 0, clomiphene wells 100. lysis activity, % at 15 µM. actives 0.2% (n = 360,000). AID 651654;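 active = mean lysis activity across replicates of at least 80%, whatever share of replicates individually reach that level; inactive = mean lysis activity below 80%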
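Material – Cryptococcus neoformans yeast cells · Quantity – 5 × 10^6 yeast cells/mL · Buffer or medium – YPD medium · Compound – single dose · Timing – 4 h static compound exposure, 37 °C, read 1 h post-reagent · Signal – adenylate kinase release luminescence · Read-out basis – lysis from increased AK signal · Benchmarks – Clomiphene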
PAX8 inh HTS – inhibitors of PAX8 transcriptional activity in RMG-I cells. actives 1.2% (n = 360,000). RMG-I TPO-luciferase reporter, SteadyGlo, 24 h. AID 652154. inhibition, % at 12.6 µM;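 active = mean replicate inhibition at least 60% with every replicate also reaching 60%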;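 note: luciferase light reporting Pax8 driven TPO promoter activity; plate controls were median of neutral control wells for no effect and mitoxantrone controls for full effect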
FN deposit inh – fibronectin deposition inhibition; AH1F fibroblasts, Alexa488-fibronectin deposition fluorescence, overnight; inhibition, % at 12.6 µM; actives 0.086% (n = 350,000);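 active = mean inhibition across replicates of 30% or more, regardless of how many single replicates reach that level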;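 note: positive control wells lacked labelled fibronectin entirely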
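Schedule: 1 h cell adhesion before compound, then overnight fibronectin incubation; test system: AH1F fibroblast monolayer depositing Alexa488-labelled fibronectin into matrix; quantity: 10000 AH1F cells per well; probe or stimulus: fluorescent fibronectin at 24 nM final; signal: fluorescence, ex 485 nm, em 525 nm; evaluation: percent inhibition as loss of matrix-bound fibronectin fluorescence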
LGR2 inh – Drosophila LGR2 receptor signaling inhibition; HEK293 LGR2, CRE-luciferase, bursicon-stimulated, 4 h; inhibition, % at 9.99 µM; actives 0.35% (n = 380,000);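 active = drop in luminescence signal, shown as inhibition above about 50% in the replicate tests, limit read from the data, passing the limit was not always enough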;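 note: agonist challenge used bursicon conditioned medium at about half maximal strength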
Casp6 inh – inhibitors of human caspase-6 | purified caspase-6, Z-VEID-R110 cleavage fluorescence | inhibition, % at 12.5 µM | actives 0.53% (n = 350,000);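 active = mean inhibition across replicates at least about 35%, with every replicate also reaching that limit, limit read from the data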;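 note: 0% = median of neutral control wells and 100% = no fluorescence left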
Target sequence (P55212 24-179 limits assumed): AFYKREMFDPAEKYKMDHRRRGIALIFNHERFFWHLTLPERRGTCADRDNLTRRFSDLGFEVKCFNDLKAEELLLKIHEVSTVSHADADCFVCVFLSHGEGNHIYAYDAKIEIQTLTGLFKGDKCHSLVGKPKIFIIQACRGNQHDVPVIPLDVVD
Target sequence (P55212 194-293 limits assumed): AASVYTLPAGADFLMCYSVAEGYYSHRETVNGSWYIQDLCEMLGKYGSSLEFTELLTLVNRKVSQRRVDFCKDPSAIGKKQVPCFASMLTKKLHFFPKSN
PGC1a acetyl inh – modulators of PGC1a acetylation; U2OS PGC1a acetylation, AlphaScreen anti-acetyl-lysine; with virally co-expressed GCN5 acetyltransferase; inhibition, % at 15.6 µM; actives 0.17% (n = 350,000);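 active = every replicate shows inhibition of at least 40%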;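 note: 0% = neutral control wells and 100% = positive control wells; some results beyond the cut were filed as inactive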
Numbers without * were called inactive; nt = no result given; & = joins results of further samples; [ ] = another dose, or the depositor's remark.

The line under a structure holds: miR-122 sensor	EWS-Fli inh	Cneo AK release	PAX8 inh HTS	FN deposit inh	LGR2 inh	Casp6 inh	PGC1a acetyl inh
#1 CCn1c(SC(C)C(=O)Nc2nnc(C)s2)nnc1-c1ccco1 (configuration not stated)
    2	0	0	4	1	-3	-2	16
#2 COC(=O)c1cc(C(=O)N2CCOCC2)cc([N+](=O)[O-])c1
    nt	7	nt	1	nt	29	-1	nt
#3 O=C(c1cc(C2CC2)nn1-c1ccccc1)N1CCN(c2ccc(O)cc2)CC1
    14	-1	-1	6	2	2	1	-14
#4 COc1cc(O)cc(/C=C/c2ccccc2)c1
    -4	-20	-9	-126	-3	-72	2	2
#5 COc1cccc(-c2ccc3n(c2=O)C[C@@H]2[C@@H](CO)[C@H](C(=O)N(C)C)N(C(=O)C4CCCC4)[C@H]32)c1
    -7[16.7 µM]	-3	-9	nt	-6	-6	1	nt
#6 O=C(COc1ccc(Cl)cc1)Nc1ncc([N+](=O)[O-])s1
    nt	-13	nt	-40	-6	35	-1	4
#7 O=C(NCc1nc(-c2ccc(Cl)cc2)no1)c1ccco1
    1	-7	4	-3	4	10	4	nt
#8 O=C(c1ccco1)N1CCN(Cc2cc(=O)c(OCc3c(F)cccc3Cl)co2)CC1
    -2	-4	-3	nt	-6	7	2	nt
#9 CCc1ccc(N2CC(C(=O)OCC(=O)Nc3ccc(C(C)=O)cc3)CC2=O)cc1 (configuration not stated)
    nt	4	nt	0	6	-3	2	2
#10 COc1ccc(Nc2ccc(S(=O)(=O)N3CCCCCC3)cc2[N+](=O)[O-])cc1
    8	nt	1	26	-2	18	nt	-4
#11 CCCc1nnc(NC(=O)c2ccc([N+](=O)[O-])cc2)s1
    -6	nt	-3	nt	nt	-20	nt	-10
#12 Clc1ccc(Oc2ccccc2)c2ncccc12
    -7	3	0	9	4	3	3	0
#13 CC(NC(=O)/C(=C/c1ccc(OC(F)F)cc1)c1ccccc1)c1ccccc1 (configuration not stated)
    nt	15	nt	25	-6	23	1	nt
#14 O=C(O)c1cccnc1C(=O)N1CCc2c([nH]c3ccccc23)C1C(F)(F)F (configuration not stated)
    6	7	0	5	-20	-9	2	11
#15 O=C(Nc1cccc(-c2cccc(F)c2)c1)C1CCN(C2CCC2)CC1
    nt	2	-3	4	-9	-10	-13	nt
#16 OC[C@@H]1CN(Cc2ccco2)C[C@H](n2cnc3c(NCc4ccc(F)cc4)ncnc32)O1
    0	2	-2	23	-7	-3	-1	14
#17 Cc1ccc2c(c1)N(C(=O)CCC(=O)N1CCCCC1)CCO2
    1	-2	4	0	-5	6	-4	0
#18 CCCC/C(O)=C1\C(=O)CCCC1=NCCc1c(C)[nH]c2ccccc12
    nt	3	nt	18	0	-2	1	-9
#19 O=S(=O)(c1ccc(F)cc1)N1CCCCN2[C@H](CO)[C@@H](c3ccc(-c4ccccc4)cc3)[C@H]2C1
    -27[16.7 µM]	14	4	7	nt	18	0	0
#20 COCC(=O)N(C)C[C@@H]1Oc2cc(-c3ccccc3)ccc2S(=O)(=O)N([C@H](C)CO)C[C@H]1C
    15[16.7 µM]	-13	-1	nt	nt	1	-1	-6

Among those listed so far, 7 contain a carbonyl joined to an NH by a bond outside any ring:
The line under a structure holds: miR-122 sensor	EWS-Fli inh	Cneo AK release	PAX8 inh HTS	FN deposit inh	LGR2 inh	Casp6 inh	PGC1a acetyl inh
#1 CCn1c(SC(C)C(=O)Nc2nnc(C)s2)nnc1-c1ccco1 (configuration not stated)
    2	0	0	4	1	-3	-2	16
#6 O=C(COc1ccc(Cl)cc1)Nc1ncc([N+](=O)[O-])s1
    nt	-13	nt	-40	-6	35	-1	4
#7 O=C(NCc1nc(-c2ccc(Cl)cc2)no1)c1ccco1
    1	-7	4	-3	4	10	4	nt
#9 CCc1ccc(N2CC(C(=O)OCC(=O)Nc3ccc(C(C)=O)cc3)CC2=O)cc1 (configuration not stated)
    nt	4	nt	0	6	-3	2	2
#11 CCCc1nnc(NC(=O)c2ccc([N+](=O)[O-])cc2)s1
    -6	nt	-3	nt	nt	-20	nt	-10
#13 CC(NC(=O)/C(=C/c1ccc(OC(F)F)cc1)c1ccccc1)c1ccccc1 (configuration not stated)
    nt	15	nt	25	-6	23	1	nt
#15 O=C(Nc1cccc(-c2cccc(F)c2)c1)C1CCN(C2CCC2)CC1
    nt	2	-3	4	-9	-10	-13	nt

New compounds follow
The line under a structure holds: miR-122 sensor	EWS-Fli inh	Cneo AK release	PAX8 inh HTS	FN deposit inh	LGR2 inh	Casp6 inh	PGC1a acetyl inh
#21 Cc1[nH][nH]c(=O)c1C(c1ccc(-c2ccccc2C(=O)O)o1)c1c(C)[nH][nH]c1=O
    nt	0	nt	3	-4	-3	nt	4
#22 O=C(Nc1ccccc1F)N1C[C@@H]2[C@H](c3ccccc31)[C@H](CO)N2C(=O)Nc1ccccc1
    0[16.7 µM]	-24	-2	-41	nt	-8	-2	-2
#23 COc1ccc(S(=O)(=O)Nc2ccc3c(c2)CC(=O)N([C@H](C)CO)C[C@@H](C)[C@H](CN(C)C(=O)Nc2c(C)noc2C)O3)cc1
    2[16.7 µM]	0	-1	-10	3	-13	0	5
#24 C[C@H](CO)N1C[C@H](C)[C@@H](CN(C)C(=O)Nc2ccccc2)Oc2ncc(-c3ccc(C#N)cc3)cc2C1=O
    -10	-4&6&-1	1&-2&-6	-37	-5	4&1	-3&1&1	-9&-4&6
#25 CC1CC(C)CN(C(=O)Cn2c(=O)oc3cc(S(=O)(=O)N4CCCC4)ccc32)C1 (configuration not stated)
    -10	nt	2	14	0	3	1	9
#26 Cc1ccccc1N(C(=O)Cc1ccsc1)C(C(=O)NC1CCCCC1)c1ccc(F)cc1 (configuration not stated)
    -1	7	-1	nt	nt	4	0	-3
#27 Cc1ccc(C2(C)NC(=O)N(CC(=O)NC3CCCCC3)C2=O)cc1 (configuration not stated)
    2	-7	1	-3	2	-2	2	-9
#28 CCc1ccc(C(O)(CNCc2ccccc2)c2ccccc2)cc1 (configuration not stated)
    1	1	3	26	1	9	-2	-4
#29 C[C@@H]1CN([C@H](C)CO)S(=O)(=O)c2ccc(/C=C/c3ccccc3)cc2O[C@H]1CN(C)C(=O)C1CC1
    18[16.7 µM]	12	-10	nt	2	-6	1	-6
#30 Cc1ccc(CC(CC(=O)O)C(=O)Nc2ccc(Cl)cc2)cc1 (configuration not stated)
    2	10	-2	15	-2	-5	-1	4

Shown with one line to a screen: part of the list above
#21 Cc1[nH][nH]c(=O)c1C(c1ccc(-c2ccccc2C(=O)O)o1)c1c(C)[nH][nH]c1=O
#22 O=C(Nc1ccccc1F)N1C[C@@H]2[C@H](c3ccccc31)[C@H](CO)N2C(=O)Nc1ccccc1
#23 COc1ccc(S(=O)(=O)Nc2ccc3c(c2)CC(=O)N([C@H](C)CO)C[C@@H](C)[C@H](CN(C)C(=O)Nc2c(C)noc2C)O3)cc1
screen / no. | 21 | 22 | 23
miR-122 sensor | nt | 0[16.7 µM] | 2[16.7 µM]
EWS-Fli inh | 0 | -24 | 0
Cneo AK release | nt | -2 | -1
PAX8 inh HTS | 3 | -41 | -10
FN deposit inh | -4 | nt | 3
LGR2 inh | -3 | -8 | -13
Casp6 inh | nt | -2 | 0
PGC1a acetyl inh | 4 | -2 | 5

The list goes on.
The line under a structure holds: miR-122 sensor	EWS-Fli inh	Cneo AK release	PAX8 inh HTS	FN deposit inh	LGR2 inh	Casp6 inh	PGC1a acetyl inh
#31 CCCNC(=O)c1c(O)c2cccc3c2n(c1=O)CCC3
    -2	14	-1	21	0	9	1	12
#32 N#C[C@@H]1[C@H](c2ccccc2C2=CCCCC2)[C@@H](CO)N1C(=O)CN1CCOCC1
    nt	-1	nt	14	1	-11	1	-20
#33 COc1ccc(C2/C(=C(\O)c3ccc4c(c3)CC(C)O4)C(=O)C(=O)N2Cc2cccnc2)c(OC)c1 (configuration not stated)
    2	10	1	15	nt	-1	0	-3
#34 Cc1noc(C)c1NC(=O)Nc1ccc2c(c1)CC(=O)N([C@@H](C)CO)C[C@H](C)[C@@H](CN(C)C)O2
    -1[16.7 µM]	0	3	-27	nt	16	-2	3
#35 O=C(COC(=O)c1c(Cl)cccc1Cl)NCC1CCCO1 (configuration not stated)
    -6	nt	-3	0	nt	11	17	0
#36 COc1cccc(S(=O)(=O)N[C@H]2C=C[C@H](CC(=O)NCc3ccccc3)O[C@@H]2CO)c1
    nt	-11	1	1	nt	22	-3	-7
#37 C[C@H](CO)N1C[C@H](C)[C@H](CN(C)C(=O)C2CC2)Oc2cc(/C=C/c3ccccc3)ccc2S1(=O)=O
    7[16.7 µM]	-20	-2	nt	-2	-12	0	4
#38 O=C(NCC1CCCCC1)c1cc(S(=O)(=O)N2CCCCC2)ccc1N1CCOCC1
    4	18	0	-2	-6	16	2	1
#39 Cc1noc(C)c1S(=O)(=O)Nc1ccc2c(c1)C(=O)N([C@@H](C)CO)C[C@@H](C)[C@@H](CN(C)S(=O)(=O)c1c(C)noc1C)O2
    1[16.7 µM]	-1	nt	12	nt	6	nt	-4
#40 COc1ccc(-c2nnn(CC(=O)N(Cc3ccco3)C(C(=O)NCC3CCCO3)c3ccco3)n2)cc1 (configuration not stated)
    nt	4	nt	8	3	-2	2	nt
#41 C[C@@H]1CCCCO[C@@H](CN(C)C(=O)c2ccncc2)[C@H](C)CN([C@@H](C)CO)C(=O)c2cc(NS(C)(=O)=O)ccc2O1
    0[16.7 µM]	-10	1	nt	nt	4	3	9
#42 O=C(CSc1nc(=O)n(CCCN2CCOCC2)c2c1CCCC2)Nc1ccc(Cl)cc1
    nt	-3	-3	12	-1	6	-2	nt
#43 Cc1ccc(S(=O)(=O)N(C)C)cc1NC(=S)NC(=O)C12CC3CC(CC(C3)C1)C2
    nt	10	nt	8	-7	10	-1	nt
#44 O=C(N/N=C/c1ccc(O)cc1O)C(=O)N/N=C/c1ccc(O)cc1O
    nt	4	-4	-7	2	-10	39*	nt
#45 Cc1ccc2c(c1)c1c3n2CCN(CCC(=O)O)C3CCC1 (configuration not stated)
    nt	-7	0	8	-8	-24	-2	nt
#46 CN(C)N1C(N)=C(C#N)C(c2ccsc2)C2=C1CC(C)(C)CC2=O (configuration not stated)
    -6	-3	-2	18	10	nt	0	-1
#47 COc1ccc(-c2nnnn2-c2ccc(F)cc2F)cc1
    3	4	-3	-21	5	15	-2	-8
#48 CCN(C(=O)CCS(=O)(=O)c1cc2c(cc1Cl)NC(=O)CO2)c1ccccc1
    -5	5	-4	9	-3	-4	0	3
#49 Cc1ccc(S(=O)(=O)Nc2cccc(C(=O)NCc3ccc(S(N)(=O)=O)cc3)c2)cc1
    4	1	-1	1	0	4	5	-3
#50 CCOc1cc(/C=C2/C(=N)N3OC(C)=CC3=NC2=O)ccc1OC(=O)c1ccco1
    8	11	nt	-15	-6	-20	-2	-9
#51 CCOC(=O)c1cc(C#N)c(N2CCN(c3ccccn3)CC2)nc1-c1ccccc1
    -2	1	-1	1	4	6	0	-5
#52 CN(C)C(=O)C[C@H]1C=C[C@H](NC(=O)NC2CCCC2)[C@H](CO)O1
    nt	-7	48	-1	-13	7	0	-6
#53 Cc1nn(C(=O)c2nn(C)cc2[N+](=O)[O-])c(C)c1Cl
    nt	7	nt	-5	17	nt	0	nt
#54 CCCNC(=O)N1CC2(CCN(Cc3cccnc3)CC2)c2c(n(C)c3cc(OC)ccc23)[C@@H]1CO
    nt	-5	nt	nt	nt	-9	-1	2
